PLK1 PBD inh – PLK1 (human) polo-box domain binding inhibition | P53350 | Plk1 PBD binding of FITC phosphopeptide, fluorescence polarization | Potency, µM, inactives show max response, negative = inhibition, usual class: inhibitors | hit rate 2.8% among 360,000 | AID 720504; also: potency is read from the fitted curve at half-maximal effect; series mostly up to about 57 µM; % is scaled to controls: 0 for no effect and ±100 for the full control effect; nearly all actives have a fitted effect of over 65% in size
IL2 activator – IL-2 activation. AID 652025. IL-2 activation reporter assay, cell-based qHTS; stimulated with anti-CD3/CD4/CD28 beads; in transgenic mouse T cells. activation, % (series mostly up to about 46 µM). hit rate 0.065% among 360,000; in the data active = activation above about 50%; inconclusive = mostly about 30% to 49%; also: 0% is about no effect
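Readout: EGFP and DsRed signals by fluorescent plate cytometry. Unstimulated transgenic mouse T cells received compound 60 min before antibody-bead stimulation, then incubated 18 h at 37 degrees C.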
GLP1R ag – agonists of human GLP-1 receptor. hit rate 0.007% among 380,000. P43220. AID 624172. Potency, µM (highest dose often 45.6 µM), without a hit: at the highest dose activation, most hits filed as activators. HEK293 GLP-1R CRE-luciferase, luminescence, 4-6 h; cells express a hypersensitive GLP-1R form; also: potency is read from the fitted curve at half-maximal effect; % of control where 0% means no effect
PI5P4Ka inh – blocks human PI5P4K alpha kinase activity | P48426 | PI5P4Kalpha enzyme, ADP-Glo luminescence, 60 min; stronger effect = lower value | max response, % | hit rate 1.2% among 330,000; active = max response of -50% or lower; inconclusive = between -30% and -50%; inactive = -30% or higher; also: value at the top dose of about 77 µM; % is scaled to controls: 0 for no effect and ±100 for the full control effect
Target sequence (P48426 whole entry, looked up): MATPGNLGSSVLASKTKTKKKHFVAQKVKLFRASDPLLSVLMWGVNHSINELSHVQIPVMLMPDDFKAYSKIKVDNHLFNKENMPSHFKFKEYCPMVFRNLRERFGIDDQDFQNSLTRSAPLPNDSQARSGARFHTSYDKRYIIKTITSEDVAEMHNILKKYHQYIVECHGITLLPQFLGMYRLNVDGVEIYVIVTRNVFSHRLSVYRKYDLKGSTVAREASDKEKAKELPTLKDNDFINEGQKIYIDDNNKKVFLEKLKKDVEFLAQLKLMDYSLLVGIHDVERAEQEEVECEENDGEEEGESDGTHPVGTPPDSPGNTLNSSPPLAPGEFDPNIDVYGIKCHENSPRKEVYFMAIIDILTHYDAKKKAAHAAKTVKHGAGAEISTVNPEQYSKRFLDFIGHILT
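Controls without substrate or without enzyme flank wells where PI5P4Kalpha converts substrate using 5 microM ATP (final). Incubation lasts 60 minutes at room temperature; ADP formed is read by ADP-Glo luminescence.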
PTHR1 ag – agonists of human PTHR1 parathyroid hormone receptor | Q03431 | HEK293 GP2 PTHR1 cells, GloSensor cAMP luminescence, 1 h | Potency, µM (series often up to 115 µM), inactives show at the top dose activation, most hits filed as activators | hit rate 0.075% among 410,000 | AID 743266; also: potency is read from the fitted curve at half-maximal effect; nearly all actives have a fitted effect of over 55% in size; some results filed as inactive show a strong effect at the top dose; inactives centre near -15; many of its hits are not listed in these tables
Target sequence (Q03431 whole entry, looked up): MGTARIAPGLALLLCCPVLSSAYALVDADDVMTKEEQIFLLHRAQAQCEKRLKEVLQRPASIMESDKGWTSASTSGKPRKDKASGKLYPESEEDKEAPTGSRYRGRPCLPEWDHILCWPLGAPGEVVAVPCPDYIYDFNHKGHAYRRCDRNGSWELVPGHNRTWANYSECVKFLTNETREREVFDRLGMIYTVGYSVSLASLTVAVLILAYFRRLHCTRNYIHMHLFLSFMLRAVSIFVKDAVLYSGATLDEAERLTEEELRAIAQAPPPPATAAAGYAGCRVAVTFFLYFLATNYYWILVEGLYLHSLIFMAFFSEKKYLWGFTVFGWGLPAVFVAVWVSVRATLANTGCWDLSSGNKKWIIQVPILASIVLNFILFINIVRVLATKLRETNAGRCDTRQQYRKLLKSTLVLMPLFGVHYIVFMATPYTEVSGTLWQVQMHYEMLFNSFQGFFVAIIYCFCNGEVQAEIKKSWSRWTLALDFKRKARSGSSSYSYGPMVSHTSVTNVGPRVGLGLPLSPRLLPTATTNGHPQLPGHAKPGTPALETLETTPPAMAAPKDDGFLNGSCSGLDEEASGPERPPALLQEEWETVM
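HEK-293-derived GP2 cells expressing PTHR1 and a GloSensor cAMP reporter, 3,000/well, plated overnight, given luciferin plus IBMX (each 0.5 mM as added) for 1 h at 37 °C, then compound for 1 h at 37 °C. Luminescence was read after 15 min at room temperature.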
GLP-1R inv ag – acts as inverse agonist at human GLP-1 receptor; P43220; HEK293 GLP-1R CRE-luciferase, luminescence, 24 h; GLP-1R form is constitutively active; Potency, µM (series often up to 38.3 µM), for inactives: at the top dose activity change, negative = inhibition, actives largely listed as inhibitors; hit rate 1.6% among 410,000; AID 624417; also: potency is read from the fitted curve at half-maximal effect; % is scaled to controls: 0 for no effect and ±100 for the full control effect; nearly all actives have a fitted effect of over 55% in size
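Luminescence readout: a drop in cAMP-driven luciferase signal flags inverse agonism at a constitutively active GLP-1R stably expressed in HEK293. Compound exposure lasted 24 hr at 37 deg C, 5% CO2.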
EPAC1 antag – antagonists of human EPAC1; AID 720709; hit rate 0.14% among 360,000; Potency, µM (doses to about 115 µM), inactives show at the top dose activity change, negative = inhibition, usual class: inhibitors; EPAC1 GEF assay, Rap1b-BODIPY-GDP exchange fluorescence; O95398;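 also: potency is read from the fitted curve at half-maximal effect; plate controls were vehicle for no effect and positive control for full effect; nearly all actives have a fitted effect of over 50% in size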
HEK293 tox – cytotoxicity in counter-screen for GLP-1R inverse agonists; HEK293 cAMP-luciferase reporter cells, luminescence, 24 h; Potency, µM (top dose mostly 38.3 µM), without a hit: top-dose activity change, negative = inhibition, actives largely listed as inhibitors; hit rate 0.13% among 410,000;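 also: loss of luciferase light is scored as toxicity; potency is read from the fitted curve at half-maximal effect; % is scaled to controls: 0 for no effect and ±100 for the full control effect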
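Cells in DMEM/10% Nu serum/1% pen-strep, 1536-well format. Pre-incubated 12 h, dosed with 23 nL compound, incubated a further 24 h. Luciferase detection, 12 min at room temp, luminescence.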
EPAC1 agonist – EPAC1 (human) agonism; O95398; EPAC1 agonist qHTS, biochemical assay; response scale: 100% = response to 6.5 mM cAMP; Potency, µM (highest dose often 154 µM), for inactives: at the top dose activation, actives largely listed as activators; hit rate 0.073% among 360,000; also: potency is read from the fitted curve at half-maximal effect; nearly all actives have a fitted effect of over 60% in size
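Nucleotide exchange assay: 100 nM EPAC1 with 250 nM Rap1B loaded with BODIPY-GDP and 50 uM GDP, room temperature. Fluorescence (480/540 nm) read every 5 min for 30 min; signal change normalized to 6.5 mM cAMP as full agonist.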
The depositor's hits bear a star; i = inactive; ? = inconclusive; · = not tested or not shown; [ ] = remark or other dose. Unless noted, calls follow the shape of the dose curve; as a rule, active = well fitted curve in the direction sought with a large enough effect; inconclusive = small, poorly fitted or top-dose-only effect, or another doubt; inactive = no such curve, though single readings can be large; an effect the other way counts as inactive or inconclusive.

SMILES,PLK1 PBD inh,IL2 activator,GLP1R ag,PI5P4Ka inh,PTHR1 ag,GLP-1R inv ag,EPAC1 antag,HEK293 tox,EPAC1 agonist
Cc1cccc(-n2ccc(=O)c(C(=O)Nc3ccc(S(=O)(=O)Nc4nccc(C)n4)cc3)n2)c1,-12%,0.6,2%,5,-7%,2%,8%,-8%,16%
CCN(CC)Cc1c(O)c(Cl)cc2c3c(c(=O)oc12)CCCC3,?,0.5,-2%,?,0%[57.5 µM],-9%,-9%,393%[activator],2%
CCN(CC)CC#CC(C)OCOCC#CCOC (stereo not given),-7%,-2.4,-4%,·,-10%[57.5 µM],-17%,18%,3%,-6%
CCOc1ccc(Nc2nc(N)nc(CN3CCN(c4ccccc4F)CC3)n2)cc1,-21%,-4.9,9%,1,-55%[inhibitor],?,-11%,-26%,0%
N#CCCN(C(=O)CSc1nc2nc(-c3cccs3)cc(C(F)(F)F)c2c(=O)[nH]1)c1ccccc1,-25%,0.0,11%,-24,-10%,27%,-6%,10%,11%
O=[N+]([O-])c1ccc(-n2nncc2-c2ccc(Cl)cc2)cc1,-14%,5.1,-1%,·,i,-25%,3%,5%,16%
COc1cccc(C2C(C#N)=C(N)OC(C(C)(C)C)=C2C#N)c1 (stereo not given),-26%,-0.6,-1%,-4,i,3%,-8%,0%,10%
CC(=O)Nc1cccc(C(=O)OCC(=O)Nc2ccc(Cl)cn2)c1,-3%,-1.5,9%,-8,i,-12%,-11%,11%,-3%
Cc1ccccc1Nc1nc(Nc2ccccc2C)nc(SC2=NCCS2)n1,-12%,-0.5,-2%,·,-37%[inhibitor],?,-6%,?,23%
CSCC[C@H](NC(=O)N1CCn2c1nc1ccccc12)C(=O)NCc1ccc(C)cc1,9%,-0.4,-1%,13,-18%,?,-24%,0%,1%
CC(C)CCn1c(CN2CCN(C(=O)c3ccco3)CC2)nc2c1c(=O)n(C)c(=O)n2C,-4%,-3.0,9%,-3,i,14%,5%,-7%,-3%
CCOC(=O)/C=C/C(=O)Nc1ccc(Oc2ccccc2)cc1,-19%,0.0,-36%[inhibitor],0,-12%,-22%[0.307 µM],-22%,-1%[0.307 µM],7%
COc1ccc(NC(=O)C2CC(=O)N(c3ccccc3F)C2)cc1S(=O)(=O)N1CCCCC1 (stereo not given),5%,-1.3,-3%,3,-13%,12%,14%,-3%,-1%
Cc1ccc(-c2c(C(=O)N3CCOCC3)oc(=O)c3ccccc23)cc1,-11%,-1.7,12%,0,1%,-18%,-7%,9%,12%
C/C(=N\NC(=O)C1CC1)c1ccc(C(C)(C)C)cc1,-13%,-1.5,0%,3,i,-21%,-17%,11%,-16%
Clc1ccc(COc2ccccc2CNCc2cccnc2)cc1,-8%,-1.4,9%,·,i,-13%,0%,-11%,2%
c1cnc2ncc3sccc3c2c1,1%,0.4,-1%,1,i,9%,7%,-15%,10%
COc1c(N2CCN[C@H](C)C2)c(F)cc2c(=O)c(C(=O)O)cn(C3CC3)c12,?,-0.3,19%,0,i,13%,5%,-1%,-4%
O=C(CN1C(=O)c2ccccc2S1(=O)=O)NCc1ccc(F)cc1,1%,0.6,9%,0,-35%[inhibitor],-6%,4%,3%,2%
COc1cc(C(=O)n2nc(C)cc2C)cc(OC)c1OC,-1%,-1.6,6%,·,i,0%,6%,-7%,-7%
C#CCOCCOCCOCCNc1nc(N2CCOCC2)nc(N2CCN(C(=O)[C@H](Cc3ccc(O)cc3)n3cc(CCO)nn3)CC2)n1,-2%,1.3,1%,-1,-22%,18%,1%,6%,-6%
Cc1ncsc1C(=O)N1CCCC(C(=O)c2ccc3ccccc3c2)C1 (stereo not given),-20%,-1.2,0%,3,-11%,-21%,-10%,3%,-7%
CCn1c(SCC(=O)N2CCCC2)nc2ccccc21,3%,1.5,0%,0,-3%,15%,12%,-2%,-1%
Cn1c(=O)n(-c2cccc(Cl)c2)c(=O)n1C,-6%,-3.0,-12%,·,i,21%,-1%,-8%,-4%
Cc1sc2ncn(CC(=O)N3CCN(c4cccc(Cl)c4)CC3)c(=O)c2c1S(=O)(=O)N1CCN(c2ncccn2)CC1,·,·,-6%,·,-17%,-13%,·,-10%,·
O=C(NC1CCCCC1)C1c2ccccc2OCC(=O)N1Cc1cccnc1 (stereo not given),-2%,-0.3,5%,2,-24%,13%,-4%,-3%,6%
CSC1=NC(=O)/C(=C/c2ccc(SC)cc2)S1,-6%,-4.2,-2%,-16,i,-13%,-30%,11%,5%
CCOc1ccccc1NC(=O)C1CCN(C(=O)C2CC(=O)N(c3ccc(C)cc3)C2)CC1 (stereo not given),-10%,0.5,10%,1,-2%,-16%,1%,-2%,4%
COCC1CCCCN1Cc1cn[nH]c1-c1ccc(OC)cc1OC (stereo not given),8%,-1.6,3%,-6,-19%,-18%,-12%,-8%,1%
Brc1ccc(-c2cnc3n2CCCC3)cc1,-4%,0.4,17%,-6,-81%[inhibitor],-21%,-5%,3%,1%
O=S(=O)(NCc1ccc(Cl)cc1Cl)c1cccs1,-2%,-2.6,-1%,14,-13%,?,-7%,-12%,7%
CC(=O)CSc1nnc(Cc2ccc3c(c2)OCO3)o1,-12%,-1.3,6%,-1,i,24%,-6%,1%,-7%
O=C(NC(Cc1ccc(O)cc1)C(=O)O)c1ccc2c(c1)OCO2 (stereo not given),1%,0.8,-6%,3,-20%,12%,29%,-2%,-12%
O=C(CN1CCN(Cc2ccc(Cl)cc2)CC1)N/N=C/c1cccs1,-8%,-0.5,-14%,-10,i,?,-22%,2%,6%
CCCCc1nc2n[nH]c(N)c2c2c1CSC(C)(C)C2,0%,-1.7,?,0,i,72%[activator],3%,-1%,-7%
Nc1cc(N)nc(SCC(=O)c2ccccc2)n1,24µM*,0.5,-1%,-11,i,21%,2%,-6%,8%
Cc1ccc(N2C(=O)CC(Cc3ccc(Cl)cc3)C2=O)cc1 (stereo not given),-7%,-0.1,0%,9,i,-21%,-30%,1%,2%
CCN1C(=O)[C@H]2[C@@H](c3ccc(OC)cc3)N3C(=O)CN(CC4CC4)C(=O)[C@@]3(C)[C@H]2C1=O,-11%,-0.4,15%,-2,-15%,3%,13%,-3%,-4%
CC(C)(C)OC(=O)NCCCCCC(=O)N/N=C/c1coc2ccccc2c1=O,-8%,0.6,0%,?,i,-2%,?,-13%,7%
C[C@H](CO)N1C[C@H](C)[C@H](CN(C)S(=O)(=O)c2ccc(C#N)cc2)OCc2cnnn2CCCC1=O,3%,-1.5,-6%,0,-13%,12%,2%,1%,-9%
O=C(NCC1CCCCC1)C1(CC2CC(c3cccc(Br)c3)=NO2)CCNCC1 (stereo not given),-9%,-0.6,9%,-7,i,-25%,-9%,25%,3%
Cc1ccc(F)c(NC(=O)c2c(-c3ccccc3)noc2C)c1,-10%,-1.4,11%,6,-8%,?,7%,0%,9%
O=c1onc(-c2cccnc2)n1-c1ccccc1F,2%,-0.1,-2%,1,i,0%,-13%,2%,-2%
CCCCN(C=O)c1c(CC)nc2ccc(C(=O)N3CCCCC3)cn12,-8%,-0.3,-6%,3,0%,5%,6%,5%,-3%
Cc1cc(F)ccc1NC(=O)C(C)n1c2ccccc2c2nc(=O)cc(C)n21 (stereo not given),4%,-2.8,-1%,0,i,3%,7%,3%,-8%
COc1ccc(C(=O)CCS(=O)(=O)c2ccc(C)cc2)cc1,11µM*,-3.8,0%,5,-6%,?,-22%,?,16%
COc1cc(C2CC(=O)Nc3ccccc3S2)cc(OC)c1OC (stereo not given),-8%,1.3,8%,-1,i,-10%,-4%,-12%,2%
COC(=O)[C@@]12CCCCN1[C@H](c1ccc(-c3ccc(Cl)c(Cl)c3)c(OC)c1)[C@@H]1C(=O)N(C)C(=O)[C@@H]12,-5%,-1.9,-7%,13,-6%,1%,6%,-25%,4%
Cn1c(SCC(=O)Nc2ccccc2Oc2ccccc2)nnc1C1CC1,-7%,0.8,2%,-1,-14%,1%,5%,0%,16%
O=C(COC(=O)CNC(=O)c1ccc(-c2ccccc2)cc1)NCc1ccco1,-9%,-0.2,3%,-28,-15%,-7%[0.307 µM],8%,-15%[0.307 µM],-3%
Cc1ccc(C(=O)NC(=S)Nc2ccc(NC(=O)c3cccs3)cc2)cc1[N+](=O)[O-],-4%,0.1,-8%,-12,-24%,4%,-18%,1%,1%
CCc1ccc(CCC(=O)Nc2ccc(S(N)(=O)=O)cc2)o1,-3%,-3.4,-12%,·,-9%[57.5 µM],9%,9%,-5%,5%
COc1ccc(C(=O)COC(=O)Cn2c(C)csc2=O)c(OC)c1,-13%,3.7,7%,?,-12%,28%,10%,9%,10%
CCOC(=O)N1CCN(c2nc3ccccc3n3cnnc23)CC1,-10%,2.8,3%,3,-30%[inhibitor],16%,5%,-1%,9%
CC(C)(C)NC(=O)C[n+]1ccc(C(N)=O)cc1,-6%,-1.3,-1%,2,i,11%,-5%,18%,5%
Cc1c2c(nc3ccccc13)OCC2,-11%,2.7,-3%,1,i,8%,-12%,1%,-1%
CCOc1cc(/C=N/NC(=O)c2ccncc2)cc(Cl)c1OS(C)(=O)=O,8%,0.2,3%,1,i,-11%,5%,6%[1.53 µM],-5%
Cc1sc(NC(=O)c2ccco2)c(C(c2cccnc2)N2CCN(C)CC2)c1C (stereo not given),-11%,-1.2,4%,1,i,-33%,3%,-14%,5%

Bioassay records as filed in PubChem BioAssay.

A portion of the library; the hit share may differ from the screen's.
